TCR activator – activates T cell receptor signaling; Potency, µM (top dose mostly 9.22 µM), for the others: top-dose activation of IL-2 secretion, hits mostly activators; 330,000 tested, under 10 active; primary human leukocytes, anti-CD3, IL-2 HTRF, 48 h; AID 504894; further: % of control where 0% means no effect
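IL-2 produced over 48 hr by a-CD3 bead-stimulated primary human leukocytes exposed to compounds was detected with a homogeneous time-resolved FRET immunoassay, 665nm acceptor signal after 320nm excitation.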
TSHR antag – blocks TSH signaling through the human TSH receptor | TSHR-expressing cells, TSH-stimulated cAMP HTRF, 2 h; active compounds read low | AID 504810 | actives 0.2% (n = 330,000) | activity change, negative = inhibition, % at 11.5 µM | P16473;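 active means activity change below a set negative limit, meaning inhibition stronger than a set level, cut at about -70% in these data; inconclusive means activity change between two set negative limits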; further: on the % scale 0 is the no-effect control and ±100 the full control effect
Target sequence (P16473 whole entry, looked up): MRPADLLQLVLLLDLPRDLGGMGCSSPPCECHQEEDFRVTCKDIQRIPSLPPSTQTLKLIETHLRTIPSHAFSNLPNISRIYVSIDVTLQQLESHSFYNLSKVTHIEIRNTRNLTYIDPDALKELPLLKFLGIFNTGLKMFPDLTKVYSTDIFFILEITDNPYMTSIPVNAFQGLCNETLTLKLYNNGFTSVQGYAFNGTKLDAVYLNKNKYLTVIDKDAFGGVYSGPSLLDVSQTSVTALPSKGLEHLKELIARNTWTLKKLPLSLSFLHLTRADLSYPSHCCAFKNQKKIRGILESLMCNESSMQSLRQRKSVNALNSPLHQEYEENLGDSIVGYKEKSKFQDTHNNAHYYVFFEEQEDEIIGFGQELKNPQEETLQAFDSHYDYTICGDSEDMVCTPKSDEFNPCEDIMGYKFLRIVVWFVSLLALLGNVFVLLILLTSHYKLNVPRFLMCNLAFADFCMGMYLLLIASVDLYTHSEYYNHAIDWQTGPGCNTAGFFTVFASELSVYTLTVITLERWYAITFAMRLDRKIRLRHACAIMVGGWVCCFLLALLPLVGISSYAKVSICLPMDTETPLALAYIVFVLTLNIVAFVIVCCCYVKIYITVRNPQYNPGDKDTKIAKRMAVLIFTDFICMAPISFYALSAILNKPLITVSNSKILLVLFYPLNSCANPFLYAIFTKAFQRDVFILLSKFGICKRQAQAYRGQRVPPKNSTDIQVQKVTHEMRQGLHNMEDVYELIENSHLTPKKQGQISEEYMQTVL
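TSHR-expressing cells, 200/well, pre-treated with compound, then stimulated with EC80 TSH (4nM final) for 2 hours at 37 deg C. cAMP measured by competitive HTRF: anti-cAMP cryptate antibody in lysis buffer plus cAMP-d2, read after 30 minutes at room temperature.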
Mito fusion act – blocks mitochondrial division or promotes mitochondrial fusion; S. cerevisiae fusion-defective mutant growth rescue, CellTiterGlo 48 h; Potency, µM (top dose mostly 46.1 µM), for inactives: at the top dose growth rescue (activation), most hits filed as activators; actives 0.23% (n = 320,000);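 further: potency means the concentration at half of the fitted maximal effect; % of control where 0% means no effect; nearly all actives have a fitted effect of over 45% in size; temperature-sensitive fusion mutants such as fzo1-1 at 37 °C on non-fermentable ethanol glycerol medium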
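Growth-rescue viability read-out: after 48 h at the non-permissive 37C in glycerol/ethanol YPEG, yeast mitochondrial fusion mutants are measured by CellTiterGlo luminescence; compounds (23 nl pinned per well) restoring growth score as division inhibitors or fusion activators.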
USP2a inh – blocks human ubiquitin-specific protease USP2a | actives 0.01% (n = 330,000) | O75604 | USP2 core, Ub-CHOP2 coupled fluorogenic reporter, 485/531 | Potency, µM (titrated, usually from 38.3 µM), inactives show at the highest dose activity change, negative = inhibition, actives largely listed as inhibitors;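 further: potency means the concentration at half of the fitted maximal effect; plate controls were DMSO wells for no effect and full inhibition by NEM control for full effect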
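USP2 core (10nM final) preincubated 30min RT with compound in 20mM Tris-HCl pH 8.0, 2mM CaCl2, 2mM beta-mercaptoethanol, 0.05% CHAPS; 25nM Ub-CHOP2 plus 25nM reporter substrate added, fluorescence (Ex485/Em531) read after 60min.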
Eya2 phos inh – Eya2 (human) phosphatase inhibition; recombinant Eya2, OMFP fluorescence dephosphorylation (OMFP is methylfluorescein phosphate); actives 0.006% (n = 330,000); Potency, µM (top dose mostly 76.9 µM), for inactives: at the highest dose activity, negative = inhibition, most hits filed as inhibitors; AID 488837; further: potency means the concentration at half of the fitted maximal effect; on the % scale 0 is the no-effect control and ±100 the full control effect
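Eya2 (0.2 uM) preincubated 10 min at ambient with compound, then OMFP substrate added at 50 uM; 10 min reaction in 50 mM HEPES pH 7.5, 50 mM NaCl, 5 uM MgCl2, 0.05% BSA, 1 mM DTT. Fluorescence read at Ex 485/Em 525 nm.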
KCNH2 3.1 block – inhibitors of human KCNH2 3.1 potassium channel isoform; U2OS KCNH2 3.1, thallium flux FluxOr; active compounds read low; activity change, % (tested at about 1.8 µM); actives 0.95% (n = 340,000); AID 720553;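 active means maximum activity change below -70%; inconclusive means maximum activity change from -70% to -50%; inactive means maximum activity change above -50%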;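 further: thallium influx rate constant from kinetic fluorescence after stimulation buffer; on the % scale 0 is the no-effect control and ±100 the full control effect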
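We transduce U2OS cells with the mutant 3.1 virus, culture them overnight, load FluxOr with Red40 quencher for 45 min, then add stimulation buffer and read kinetically for 2 min to derive a normalized rate constant.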
TRPV1 ag – human TRPV1 agonism; TRPV1-expressing cells, Fluo-8 calcium influx, agonist mode; activation, % at 8.33 µM; actives 0.19% (n = 320,000); AID 540275; in the data active means activation above about 80%; inconclusive means between about 30% and that limit; further: 0% is about no effect
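TRPV1-expressing cells were cultured overnight at 35.5C and loaded with Fluo-8 calcium dye for 40 to 90 min at room temperature. After a 10 s baseline, compound was added and calcium influx was read kinetically for 3 min (ex 480/em 520 nm).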
A-T KAP1 phos – potential ataxia-telangiectasia treatment | […] A-T fibroblasts, KAP-1 phosphorylation AlphaLISA; neocarzinostatin DNA damage 30 min before lysis | Potency, µM (top dose mostly 57.5 µM), for the others: at the highest dose activation, hits mostly activators | actives 0.19% (n = 320,000) | AID 485349; further: potency means the concentration at half of the fitted maximal effect; % of control where 0% means no effect; nearly all actives have a fitted effect of over 45% in size
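hTERT-immortalized A-T patient fibroblasts ([…]), 500 cells/well in OPTI-MEM, 1% FBS, got compounds for 60 min, then NCS for 30 min at 37C. Lysates were then assayed for phospho-KAP-1 by AlphaLISA (anti-pKAP1 donor, anti-KAP1 acceptor beads), 6 hr at 25C.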
ELG1 DNA repair – blocks ELG1-dependent DNA repair in HEK293T cells. HEK293T ELG1-luciferase reporter, luminescence, 16 h; DNA damage induced by 5-fluorouridine. Potency, µM (top dose mostly 46.1 µM), for the others: at the highest dose activity change, negative = inhibition, actives largely listed as inhibitors. actives 2.3% (n = 330,000). AID 504467; further: potency means the concentration at half of the fitted maximal effect; on the % scale 0 is the no-effect control and ±100 the full control effect; nearly all actives have a fitted effect of over 55% in size
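Cells (2,000 per well) received 5-fluorouridine plus test compound or DMSO and were incubated 16 hr at 37 °C, 5% CO2. Luciferase activity was read by luminescence 30 min after ONE-Glo addition; signal suppression marked inhibition of damage-induced ELG1 function.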
KCNH2 WT inh – KCNH2 (human, wildtype) channel inhibition; U2OS, BacMam KCNH2, thallium flux FluxOr; active compounds read low; activity change, % at 1.84 µM; actives 0.37% (n = 340,000);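 active means maximum activity change below -70%; inconclusive means maximum activity change between -70% and -50%; inactive means maximum activity change above -50%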; further: on the % scale 0 is the no-effect control and ±100 the full control effect
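U2OS cells transduced with wild-type KCNH2 virus are loaded with FluxOr dye for 45 min, and thallium flux is measured in kinetic reads before and after stimulation buffer. Rate constants are normalized to DMSO controls.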
Numbers without * were called inactive; i = inactive; ? = inconclusive; . = not tested or not shown; [ ] = dose if it differs, or a comment. Unless noted, the call rests on the fitted dose curve; in most records, active means well fitted curve in the direction sought with a large enough effect; inconclusive means small, poorly fitted or top-dose-only effect, or another doubt; inactive means no such curve, though single readings can be large; an effect the other way counts as inactive or inconclusive. Only part of the results is shown, so the mix of outcomes need not match the whole.

#	SMILES	TCR activator	TSHR antag	Mito fusion act	USP2a inh	Eya2 phos inh	KCNH2 3.1 block	TRPV1 ag	A-T KAP1 phos	ELG1 DNA repair	KCNH2 WT inh
1	CN(Cc1ccc(-n2cccn2)cc1)C(=O)c1cnn2c1NC(c1ccco1)CC2C(F)(F)F (stereo not drawn)	6%	0	3%	-1%	-23%	3	-5	.	10µM*	-2
2	CCCCNC(=O)C1CCC(CNS(=O)(=O)c2ccc(C)cc2)CC1 (stereo not drawn)	-2%	-10	-1%	-1%	2%	4	3	-2%	-8%	-4
3	CSCC[C@H](NC(=O)[C@H]1N2C(=O)c3ccccc3C2SC1(C)C)C(=O)NCc1ccncc1 (stereo partly drawn)	-7%	-2	2%	3%	-4%	14	3	-15%	1%	-13
4	Cc1ccc(-c2ccc(/C=C(\C#N)C(=O)Nc3cc(C)nn3-c3ccccc3)o2)cc1	.	-6	-1%	9%	-3%	.	19	-3%	1%	.
5	Cc1c(NS(=O)(=O)N2CCCCC2)c(=O)n(-c2ccccc2)n1C	15%	6	-1%	0%	25%	6	-2	4%	-6%	-7
6	NC(=O)COC(=O)c1sc2cc(F)ccc2c1Cl	-8%	34	0%	0%	10%	3	-1	4%	21%	-1
7	O=C(NC(=S)Nc1ccccc1Cl)c1cncc(C#Cc2ccccc2)c1	-5%	-9	-1%	0%	-14%	-12	2	3%	16%	2
8	CN(C(=O)CSc1nnc(NC2CCCCC2)s1)C1CCS(=O)(=O)C1 (stereo not drawn)	-13%	2	-3%	0%	12%	-8	3	-3%	-1%	2
9	O=C(Cc1cccc(C(F)(F)F)c1)Nc1ccccc1N1CCCC1	-1%	-21	0%	1%	4%	-2	22	8%	-8%	-6
10	CC1=Nc2cc(C(=O)NCCN3CCOCC3)ccc2Sc2c(C)ccc(C)c21	-3%	-4	6%	-1%	?	-4	10	6%	-12%	-3
11	CCCCN(C)C(=O)c1cn(C)c2ccc(S(=O)(=O)N(C)C)cc2c1=O	-2%[46.1 µM]	9	-5%	-1%	-2%	7	-2	-1%	1%	4
12	COc1ccc(NC(=O)CCc2ccc(OC)c(OC)c2)cn1	-7%	3	-9%	4%	3%	1	9	6%	-3%	4
13	Cc1cc2c(C)nc(N/N=C/c3ccc(F)cc3)nc2o1	3%[46.1 µM]	3	-1%	-4%	-6%	-31	-1	-1%	-13%	31
14	Cn1c(=O)c(=O)n(C)c2cc(S(=O)(=O)N3CCc4ccccc43)ccc21	-4%	1	13%	2%	-13%	5	3	3%	-25%	9
15	CN(Cc1ccccc1)S(=O)(=O)c1cc2c3c(c1)CCN3C(=O)CC2	-5%	-1	8%	0%	7%	7	-1	-2%	3%	-10
16	CCOc1ccccc1NC(=O)C(C)SCc1ccccc1 (stereo not drawn)	0%	-4	-3%	-1%	-18%	4	?	4%	-4%	-5
17	OCCCNc1cc(-c2ccccc2)nc2cc(-c3ccc(F)cc3)nn12	-2%	2	4%	-6%	-3%	-28	15	16%	?	6
18	O=C(NNC(=O)[C@@H]1CCCC[C@@H]1C(=O)O)c1cccs1	-3%[46.1 µM]	-3	0%	2%	5%	-18	1	.	12%	3
19	O=C1CCC[C@@H]2CC(Nc3ccc(F)cc3F)C[C@@H]3CCN1[C@H]23 (stereo partly drawn)	3%[46.1 µM]	7	.	3%	-1%	-12	.	17%	-11%	-18
20	COCCNC(=O)CN1C(=O)CSc2ccc(S(=O)(=O)N3CCOCC3)cc21	1%	-11	-7%	2%	-2%	6	1	4%	11%	-18
21	Cc1oc(C)c2c(=O)ccc3c(c12)OC(N)=C(C#N)C3c1ccc(F)cc1 (stereo not drawn)	-6%	9	16%	8%	23%	-1	-2	4%	0%	0
22	CCOC(=O)c1sc(NC(=O)c2ccc(S(=O)(=O)N3CCOCC3)cc2)nc1-c1ccccc1	0%[46.1 µM]	-4	-12%	0%	1%	10	-4	-1%	26µM*	.
23	O=[N+]([O-])c1cccc(S(=O)(=O)NCCCn2ccnc2)c1	12%	6	-2%	-1%	7%	-31	1	-9%	14%	-3
24	COc1ccc(S(=O)(=O)Nc2cccc3c2O[C@H](CN(C)Cc2ccc(Cl)c(Cl)c2)[C@@H](C)CN([C@H](C)CO)C3=O)cc1	8%	-4	.	0%	18%	-10	.	8%	-1%	-1
25	CC(NC(=O)Nc1nnc(C(F)(F)F)s1)(C(F)(F)F)C(F)(F)F	2%	-94*	-22%	-3%	-8%	3	8	1%	5.2µM*	1
26	O=c1[nH]c(N/N=C/c2ccc(O)cc2)nc2ccccc12	6%[46.1 µM]	0	-2%	-1%	-12%	2	3	-5%	?	13
27	CC(C)C(C(=O)NCc1ccco1)N(Cc1ccco1)C(=O)CNS(=O)(=O)c1ccccc1 (stereo not drawn)	4%	-3	-4%	2%	-26%	6	3	2%	0%	5
28	Cc1ccc(CCC(=O)Nc2ccc(S(N)(=O)=O)cc2)o1	1%	.	-3%	1%	-27%	-17	2	35%	3%	-15
29	CCCC(=O)Nc1cccc(Oc2ccc3c(c2)C(=O)NC3=O)c1	0%	0	0%	2%	-8%	-35	-3	-3%	0%	-8
30	Cc1c(CCC(=O)O)c(=O)oc2cc(OCc3cccc(Cl)c3)ccc12	-1%	-17	29%	2%	-16%	-3	-4	-4%	?	.
31	C=C(Br)Cn1c(CCCC)nc2ccccc21	-9%	-2	-2%	1%	3%	3	?	5%	1%	-2
32	CCC(=O)NC(NC(=S)Nc1ccc(S(N)(=O)=O)cc1)C(Cl)(Cl)Cl (stereo not drawn)	3%[46.1 µM]	-7	-4%	1%	-3%	0	-5	2%	6%	-4
33	O=C1c2ccccc2C(=O)N1CCCCN(C(=O)c1ccc(Cl)s1)c1ccc(Cl)cc1	-4%[46.1 µM]	4	24%	-2%	5%	-20	2	-3%	-19%	14
34	O=C(CCn1ccc2cc(S(=O)(=O)N3CCCC3)ccc21)NCCc1ccccc1	2%	-2	1%	-1%	15%	11	2	27%	-3%	20
35	O=C(Nc1ccc(CN2CCCCC2)cc1)c1ccc2c(c1)OCO2	-1%	5	-4%	0%	-18%	-7	6	-4%	?	10
36	CCC(=O)N(C)CCc1cc2c(c(OC)c1/C=N/NC(=O)c1ccc(Br)cc1)OCO2	4%[46.1 µM]	-2	-1%	1%	-4%	-15	5	8%	?	2
37	COc1ccccc1-c1nnc(SCC(=O)N2CCOCC2)o1	-4%	7	-2%	2%	-4%	-5	8	9%	?	-8
38	O=C(CCCNC(=O)c1ccc(Cl)cc1)Nc1ncccc1O	0%	8	4%	-1%	-5%	-2	2	-7%	-3%	-1
39	Cc1cc(C)c2oc(C(=O)Nc3ccc(S(=O)(=O)Nc4nccs4)cc3)cc(=O)c2c1	8%	-8	5%	7%	4%	-5	2	-4%	-12%	-15
40	COc1ccc(OC)c(S(=O)(=O)N2CCC(C(=O)NCc3ccccc3)CC2)c1	.	-5	-1%	0%	-24%	-3	6	-1%	-14%	-4
41	COc1cccc(NC(=O)CN(C)C(=O)CCc2nc3sc4c(c3c(=O)[nH]2)CCCC4)c1	2%	-6	-2%	0%	-13%	-14	1	1%	10%	5
42	COc1cccc(C(=O)Oc2cc(C)[nH]c(=O)c2[N+](=O)[O-])c1	3%	1	1%	1%	6%	15	0	-2%	12%	i
43	CS(=O)(=O)c1ccc(NC(=O)C2CC(=O)N(c3ccc4c(c3)OCCO4)C2)cc1 (stereo not drawn)	6%	2	-3%	2%	9%	-8	-6	3%	-5%	-13
44	O=S(=O)(NCCSc1ccc(Cl)cc1)c1ccc2c(c1)OCCO2	4%	-5	?	-10%	-4%	19	0	10%	-1%	5
45	Cc1c(C(=O)O)c(C(=O)O)c2n1CCS2	-7%	11	-12%	0%	-11%	8	0	-4%	?	4
46	O=C(CN1CCN(S(=O)(=O)c2ccc(Br)cc2)CC1)c1ccc(O)c(O)c1	-2%	7	1%	2%	-1%	-5	0	-23%	4%	9
47	CCCCOc1ccc(Cl)cc1CSc1n[nH]c(C)n1	1%	-16	-9%	-3%	2%	10	-1	-1%	-6%	-3
48	Cc1ccccc1Cn1c(CN2CCN(c3ccc(F)cc3)CC2)nc2c1c(=O)n(C)c(=O)n2C	0%[46.1 µM]	-7	0%	0%	-18%	.	-1	-1%	-6%	.
49	CC(C)(C)N(Cc1ccccc1)C(=O)COC(=O)c1cccc([N+](=O)[O-])c1	8%	13	-3%	-1%	-9%	3	28	0%	?	-2

Bioassay records from PubChem.
